L3MBTL1 inh: qHTS Assay for the Inhibitors of L3MBTL1; Lethal(3)malignant brain tumor-like protein 1 (Homo sapiens), Q9Y468; hit rate 0.66% among 230,000; AlphaScreen L3MBTL1–H3K9me1 peptide binding; Potency, µM (doses to about 57.1 µM), for the others: at the top dose activity, negative = inhibition, usual class: inhibitors; AID 485360, 2010; active = well fitted inhibition curve with a large enough effect; inconclusive = small, poorly fitted or top-dose-only effect; inactive = no such curve, though single readings can be large or run the other way; note: nearly all actives have a fitted effect of over 60% in size
Target sequence (Q9Y468 whole entry, looked up): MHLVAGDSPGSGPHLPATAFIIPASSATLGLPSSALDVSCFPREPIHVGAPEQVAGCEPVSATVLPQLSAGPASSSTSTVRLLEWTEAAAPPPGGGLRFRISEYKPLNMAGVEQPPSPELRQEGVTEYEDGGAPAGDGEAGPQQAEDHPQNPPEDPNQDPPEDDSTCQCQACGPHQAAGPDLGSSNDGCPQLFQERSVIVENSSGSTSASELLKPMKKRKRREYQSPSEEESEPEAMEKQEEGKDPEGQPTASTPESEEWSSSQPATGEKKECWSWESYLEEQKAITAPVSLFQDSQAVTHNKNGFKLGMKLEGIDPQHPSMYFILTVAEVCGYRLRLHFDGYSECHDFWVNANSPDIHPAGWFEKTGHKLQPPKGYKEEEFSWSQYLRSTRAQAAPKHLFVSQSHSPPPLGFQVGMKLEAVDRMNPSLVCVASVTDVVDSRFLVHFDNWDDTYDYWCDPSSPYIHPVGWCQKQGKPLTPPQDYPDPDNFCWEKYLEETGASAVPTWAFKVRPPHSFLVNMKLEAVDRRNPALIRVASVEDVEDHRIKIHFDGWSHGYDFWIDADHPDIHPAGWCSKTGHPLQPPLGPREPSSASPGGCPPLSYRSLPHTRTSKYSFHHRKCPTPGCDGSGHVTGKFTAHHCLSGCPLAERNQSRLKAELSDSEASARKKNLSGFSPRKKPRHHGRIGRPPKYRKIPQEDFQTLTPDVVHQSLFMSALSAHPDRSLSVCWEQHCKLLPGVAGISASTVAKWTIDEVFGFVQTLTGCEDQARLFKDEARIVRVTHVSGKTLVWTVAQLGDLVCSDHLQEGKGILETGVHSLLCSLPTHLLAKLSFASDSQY
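First, the protein-peptide complex forms for 30 min at room temperature (L3MBTL1 50 nM, biotinylated H3K9me1 peptide 75 nM). Next, compounds are pin-transferred and incubated 30 min. Finally, AlphaScreen beads are added and read after 30 min.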
The depositor's hits bear a star; ? = inconclusive; [ ] = another dose, or the depositor's remark. % is set by controls: 0 for no effect and ±100 for the full control effect; potency is the fitted concentration of half-maximal effect.

| mol | L3MBTL1 inh |
| --- | --- |
| CC(=O)O[C@@]12CO[C@@H]1C[C@H](OC1OCC(O)C(O)C1O)[C@@]1(C)C(=O)[C@H](O)C3=C(C)[C@@H](OC(=O)[C@H](O)[C@@H](NC(=O)c4ccccc4)c4ccccc4)C[C@@](O)([C@@H](OC(=O)c4ccccc4)C12)C3(C)C (some centres not stated) | -0.1% |
| COC(=O)C1=C(c2ccc(OC(F)(F)F)cc2)C[C@@H]2CC[C@H]1N2C(=O)NCCOc1ccc(OC)cc1 | -4.5% |
| CC1CCN(CC#CCOc2ccc(Cl)cc2)CC1 | -3.5%[2.29 µM] |
| CCOC(=O)C1(CCOc2ccccc2)CCN(C(C)CSC)CC1 (configuration not stated) | -3.8% |
| COc1ccc2[nH]c(C)c(CCNCc3cn(C)c4ccccc34)c2c1 | ? |
| O=C1CN=C(c2ccccc2)c2cc(Br)ccc2N1 | -6.8%[2.29 µM] |
| C[C@]12CCC3C(CC[C@H]4C[C@H](O)CC[C@]34C)C1[C@@H](O)C[C@@H]2O (some centres not stated) | -9.5% |
| NP(=O)(OCCCc1ccccc1)c1ccccc1 (configuration not stated) | -2.7% |
| COC(=O)C1=C(c2ccc(OC)c(OC)c2)C[C@@H]2CC[C@H]1N2C(=O)NCCOc1ccc(OC)cc1 | 2.6% |
| CCOc1cc(CN2CCN(C(=O)Cc3ccccc3)CC2)ccc1OC | -3.4% |
| COc1ccc(NC(=O)CN(C)C(=O)CSC(c2ccccc2)c2ccccc2)cc1 | -0.5% |
| COC(=O)C1=C(c2ccc(F)cc2OCc2ccccc2)C[C@@H]2CC[C@H]1N2C(=O)NCc1ccccc1 | -4.9% |
| COC(=O)C1=C(c2ccc(OC)c(OC)c2)C[C@@H]2CC[C@H]1N2C(=O)NCc1cc(C)oc1C(F)(F)F | 0.5% |
| Brc1ccc(-[n+]2c(-c3ccccc3)cc(-c3ccccc3)cc2-c2ccccc2)cc1 | 3.9% |
| COc1cc2c3cc1Oc1c(OC)c(OC)cc4c1[C@H](Cc1ccc(cc1)Oc1cc(ccc1O)C[C@H]3N(C)CC2)N(C)CC4 | -0.5% |

Going on with the list.
| mol | L3MBTL1 inh |
| --- | --- |
| COc1ccc(CNCCc2cccc(F)c2)c2ccccc12 | 3.5% |
| COC(=O)C1=C(c2ccc3ccccc3c2)C[C@@H]2CC[C@H]1N2C(=O)NCCO | 11.1% |
| COC(=O)C1=C(c2ccc(OCc3ccccc3)cc2)C[C@@H]2CC[C@H]1N2C(=O)NCc1ccc([N+](=O)[O-])cc1 | -2.0% |
| COC(=O)C1=C(c2ccc3ccccc3c2)C[C@@H]2CC[C@H]1N2C(=O)N1CCCC1 | -3.2% |
| Cc1cc(C(=O)OCC(=O)Nc2c(F)cccc2F)c(C)n1C1CC1 | 9.4% |
| CC(Cc1ccccc1)NC(=O)Cc1ccc([N+](=O)[O-])cc1 (configuration not stated) | -7.4% |
| COC12CCC3(CC1C(C)(O)C(C)(C)C)[C@H]1Cc4ccc(O)c5c4[C@@]3(CCN1CC1CC1)C2O5 (some centres not stated) | -10.4% |
| CCOC(=O)C1(CCc2ccccc2)CCN(CC(O)CO)CC1 (configuration not stated) | 3.6% |
| CCCN1CCCC(C(=O)c2cc(C)c(OC)c(C)c2)C1 (configuration not stated) | -4.0% |
| CCC(=O)c1ccc(OCC(=O)N2CCN(CC(=O)Nc3ccc(C)cc3)CC2)cc1 | -0.9% |
| CCCCn1c(=O)c(C(=O)NC(C)c2ccccc2)c(O)c2ccccc21 (configuration not stated) | 11.5% |
| Cc1nc2ccc(Cl)cc2c(=O)n1-c1cccc(Cl)c1 | 1.1% |
| Cc1nn(CC(C)C)c(Cl)c1C(=O)NC1CCCCC1 | 6.9% |
| CCOC(=O)C1CCCN(Cc2ccc(-c3ccccc3)cc2)C1 (configuration not stated) | 32.1%[activator] |
| C=C[C@H]1CN2CC[C@H]1C[C@H]2[C@H](O)c1ccnc2ccccc12 | 1.6% |

Next results follow.
| mol | L3MBTL1 inh |
| --- | --- |
| COC(=O)C1=C(c2cccc(OCc3ccccc3)c2)C[C@@H]2CC[C@H]1N2C(=O)NCc1ccccc1OC | -5.4% |
| COC(=O)C1=C(c2ccc(-c3ccccc3)c(F)c2)C[C@@H]2CC[C@H]1N2C(=O)N1CCc2cc(OC)c(OC)cc2C1 | -25.8% |
| COc1ccc(C(=O)Nc2cccc(S(=O)(=O)NCc3ccco3)c2)cc1 | -9.1% |
| COc1ccc(N2C(=O)NC(=O)/C(=C\c3cn(CC(=O)N4CCOCC4)c4ccccc34)C2=O)c(OC)c1 | -1.6% |
| C1CCCN(C2CCNCC2)CC1 | -5.4% |
| CCC(CO)(C(=O)OC1CC2CCC(C1)N2C)c1ccccc1 (configuration not stated) | 0.0% |
| O=c1ccc2cc(OC3O[C@H](CO)[C@@H](O)[C@H](O)[C@H]3O)c(O)cc2o1 (some centres not stated) | 4.6% |
| COC(=O)C1=C(c2cccc(OCc3ccccc3)c2)C[C@@H]2CC[C@H]1N2C(=O)NCc1ccc(Cl)cc1 | -8.6% |
| COC(=O)C1=C(c2ccc(OCc3ccccc3)cc2)C[C@@H]2CC[C@H]1N2C(=O)NCCCc1ccccc1 | -0.3% |
| COC(=O)C1=C(c2ccc3ccccc3c2)C[C@@H]2CC[C@H]1N2C(=O)N1CCCCC1 | -10.5% |
| COC(=O)C1=C(c2cccc(OCc3ccccc3)c2)C[C@@H]2CC[C@H]1N2C(=O)NCCCOC(C)C | 3.2% |
| CCCCCn1c(=O)c(C(=O)Nc2ccccc2C)c(O)c2ccccc21 | 10.6% |
| NS(=O)(=O)OC(CCc1ccccc1)C(Cl)(Cl)Cl (configuration not stated) | 1.7% |
| O=C1NC(=O)C(=Cc2ccc(-c3ccc(S(=O)(=O)N4CCOCC4)cc3)o2)C(=O)N1 | -6.4% |
| COC(=O)C1=C(c2c(C)noc2C)C[C@@H]2CC[C@H]1N2C(=O)NCC1CC1 | 3.0% |

Next part.
| mol | L3MBTL1 inh |
| --- | --- |
| COC(=O)C1=C(c2ccccc2OCc2ccccc2)C[C@@H]2CC[C@H]1N2C(=O)NCCN1CCOCC1 | 3.6% |
| COC(=O)C1=C(c2ccc(OC(F)(F)F)cc2)C[C@@H]2CC[C@H]1N2C(=O)N1CCCC1 | -0.1% |
| C[N+]1(C)C2CC[C@H]1CC(OC(=O)C(CO)c1ccccc1)C2 (some centres not stated) | 6.1% |
| O=C(/C=C/c1ccc(F)cc1)NC(=S)N1C[C@H]2C[C@H](C1)c1cccc(=O)n1C2 | -0.2% |
| COC(=O)C1=C(c2ccc(C(C)=O)cc2)C[C@@H]2CC[C@H]1N2C(=O)N1CCCCC1 | 13.2% |
| CC(C)NC(=O)Cn1cc(C(=O)c2ccccc2)c2ccccc21 | -0.8% |
| C[C@]12C[C@@H](O)[C@H](O)CC1=CCC1C2CC[C@@]2(C)C1CC[C@@H]2O (some centres not stated) | -3.1% |
| C[C@@H]1O[C@@H](Oc2c(-c3ccc(O)c(O)c3)oc3cc(O)cc(O)c3c2=O)[C@H](O)[C@H](O)[C@H]1O | ? |
| COc1ccc(OCCOc2cccc(C=C3C(=O)NC(=O)NC3=O)c2)cc1 | ? |
| COC(=O)C1=C(c2ccc(F)cc2OCc2ccccc2)C[C@@H]2CC[C@H]1N2C(=O)N1CCC(O)CC1 | -8.6% |
| Cc1cccc(-n2c(C)nc3ccc(Cl)cc3c2=O)c1 | 4.4% |
| Cc1cc(C)c(C(=O)N2CCC3(CC2)OCCO3)c(C)c1 | 7.1% |
| COc1ccc2c(c1)[C@@]13CCC=C[C@H]1[C@@H](C2)NCC3 | 1.0% |
| C[C@]12CC[C@H](O)CC1=CC(=O)C1C2CC[C@]2(C)C(=O)[C@H](O)CC12 (some centres not stated) | -2.9% |
| COC1=C(OC)[C@]23CCc4ccc(OC)c(OC)c4[C@]2(CCN3C)CC1=O | 19.8% |

Carrying on:
| mol | L3MBTL1 inh |
| --- | --- |
| C[C@]12CCC3C(CC[C@H]4C[C@@H](O)CC[C@]34C)C1CCC2=O (some centres not stated) | 2.7% |
| COC(=O)C1=C(c2ccc(OC)c(OC)c2)C[C@@H]2CC[C@H]1N2C(=O)NCCOc1ccccc1Cl | -5.3% |
| COc1cccc(OP(=O)(Nc2ccccc2)Oc2cccc(OC)c2)c1 | 4.8%[2.29 µM] |
| COc1ccc(OC)c(CN2CCN(C(=O)Cc3ccccc3)CC2)c1 | -4.6% |
| C#C[C@]1(O)CCC2C3C(CC[C@@]21C)[C@@]1(C)CC[C@@H](O)CC1=C[C@H]3O (some centres not stated) | 1.8% |
| COC(=O)C1=C(c2ccc(F)cc2OCc2ccccc2)C[C@@H]2CC[C@H]1N2C(=O)NCc1cccc(F)c1 | -7.7% |
| COC(=O)C1=C(c2ccc(F)cc2F)C[C@@H]2CC[C@H]1N2C(=O)NCc1ccc(F)cc1 | 7.7% |
| CCCCCn1c(=O)c(C(=O)Nc2ccccn2)c(O)c2ccccc21 | -2.2% |
| COC(=O)C1=C(c2ccc(OCc3ccccc3)cc2)C[C@@H]2CC[C@H]1N2C(=O)NC1CCN(Cc2ccccc2)CC1 | -9.4% |
| CCc1ccc(CNCCc2c[nH]c3ccccc23)cc1 | -16.1% |
| C1=CC(Cc2cncs2)c2ccccc21 (configuration not stated) | 3.0% |
| COc1ccccc1NC(=O)COC(=O)c1cn(C)c2ccccc12 | 2.1% |
| COC(=O)C1=C(c2cccc(OCc3ccccc3)c2)C[C@@H]2CC[C@H]1N2C(=O)NCc1ccc([N+](=O)[O-])cc1 | -8.0% |
| COc1ccccc1NC(=O)c1cn(CCC#N)nc1-c1cccc(Cl)c1 | -0.7% |
| CO[C@H]1C=C2CCN(C)[C@H]2C2c3cc4c(cc3C(=O)O[C@@H]21)OCO4 (some centres not stated) | -9.9% |

Next section.
| mol | L3MBTL1 inh |
| --- | --- |
| C[C@]12CCC3C(CC[C@H]4C[C@H](O)CC[C@]34C)C1C[C@H](O)[C@@H]2O (some centres not stated) | 3.3% |
| CCCCn1c(=O)c(C(=O)NCc2ccccc2OC)c(O)c2ccccc21 | ? |
| COC(=O)C1=C(c2ccc(Cl)c(C(F)(F)F)c2)C[C@@H]2CC[C@H]1N2C(=O)NCCOc1ccccc1Cl | -7.2% |
| CC(=O)c1cccc(OCC(=O)N2CCN(CC(=O)Nc3cccc(F)c3)CC2)c1 | 4.6% |
| CCC(=O)c1ccc(OCC(=O)N2CCN(CC(=O)Nc3ccccc3C(F)(F)F)CC2)cc1 | 5.4% |

By substructure, the entries above with nitrogen in an aromatic ring
| mol | L3MBTL1 inh |
| --- | --- |
| COc1ccc2[nH]c(C)c(CCNCc3cn(C)c4ccccc34)c2c1 | ? |
| Brc1ccc(-[n+]2c(-c3ccccc3)cc(-c3ccccc3)cc2-c2ccccc2)cc1 | 3.9% |
| Cc1cc(C(=O)OCC(=O)Nc2c(F)cccc2F)c(C)n1C1CC1 | 9.4% |
| CCCCn1c(=O)c(C(=O)NC(C)c2ccccc2)c(O)c2ccccc21 (configuration not stated) | 11.5% |
| Cc1nc2ccc(Cl)cc2c(=O)n1-c1cccc(Cl)c1 | 1.1% |
| Cc1nn(CC(C)C)c(Cl)c1C(=O)NC1CCCCC1 | 6.9% |
| C=C[C@H]1CN2CC[C@H]1C[C@H]2[C@H](O)c1ccnc2ccccc12 | 1.6% |
| COc1ccc(N2C(=O)NC(=O)/C(=C\c3cn(CC(=O)N4CCOCC4)c4ccccc34)C2=O)c(OC)c1 | -1.6% |
| CCCCCn1c(=O)c(C(=O)Nc2ccccc2C)c(O)c2ccccc21 | 10.6% |
| COC(=O)C1=C(c2c(C)noc2C)C[C@@H]2CC[C@H]1N2C(=O)NCC1CC1 | 3.0% |
| O=C(/C=C/c1ccc(F)cc1)NC(=S)N1C[C@H]2C[C@H](C1)c1cccc(=O)n1C2 | -0.2% |
| CC(C)NC(=O)Cn1cc(C(=O)c2ccccc2)c2ccccc21 | -0.8% |
| Cc1cccc(-n2c(C)nc3ccc(Cl)cc3c2=O)c1 | 4.4% |
| CCCCCn1c(=O)c(C(=O)Nc2ccccn2)c(O)c2ccccc21 | -2.2% |
| CCc1ccc(CNCCc2c[nH]c3ccccc23)cc1 | -16.1% |
| C1=CC(Cc2cncs2)c2ccccc21 (configuration not stated) | 3.0% |
| COc1ccccc1NC(=O)COC(=O)c1cn(C)c2ccccc12 | 2.1% |
| COc1ccccc1NC(=O)c1cn(CCC#N)nc1-c1cccc(Cl)c1 | -0.7% |
| CCCCn1c(=O)c(C(=O)NCc2ccccc2OC)c(O)c2ccccc21 | ? |

An excerpt (hit frequency here may not be typical).
